12-LOX inh: blocks human arachidonate 12S-lipoxygenase; P18054; purified 12hLO, xylenol orange hydroperoxide absorbance; Potency, µM (highest dose often 108 µM), without a hit: at the highest dose activity change, negative = inhibition, hits mostly inhibitors; 580,000 compounds, 1.1% hits; AID 1671190; active = well fitted inhibition curve with a large enough effect; inconclusive = small, poorly fitted or top-dose-only effect, or another doubt; inactive = no such curve, though single readings can be large or run the other way; also: potency is read from the fitted curve at half-maximal effect
Target sequence (P18054 whole entry, looked up): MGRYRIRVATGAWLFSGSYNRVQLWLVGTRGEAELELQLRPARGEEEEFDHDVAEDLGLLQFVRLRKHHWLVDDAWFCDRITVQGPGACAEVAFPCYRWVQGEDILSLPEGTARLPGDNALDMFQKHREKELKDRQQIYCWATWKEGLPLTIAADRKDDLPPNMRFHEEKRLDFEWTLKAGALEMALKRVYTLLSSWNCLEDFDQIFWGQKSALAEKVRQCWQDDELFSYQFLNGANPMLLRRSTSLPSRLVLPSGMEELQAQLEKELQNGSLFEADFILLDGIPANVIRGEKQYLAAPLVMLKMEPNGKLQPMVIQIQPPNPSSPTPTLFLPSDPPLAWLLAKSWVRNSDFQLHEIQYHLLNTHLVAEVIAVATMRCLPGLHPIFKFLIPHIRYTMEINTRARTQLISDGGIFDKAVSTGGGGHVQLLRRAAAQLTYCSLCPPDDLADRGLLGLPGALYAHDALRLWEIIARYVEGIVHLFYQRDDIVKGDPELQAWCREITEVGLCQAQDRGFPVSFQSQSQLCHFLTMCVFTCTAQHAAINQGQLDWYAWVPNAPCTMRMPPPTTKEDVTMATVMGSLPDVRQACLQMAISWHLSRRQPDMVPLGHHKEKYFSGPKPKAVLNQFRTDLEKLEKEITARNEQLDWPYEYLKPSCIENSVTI
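Hydroperoxide product was detected by ferrous iron/xylenol orange as the 573 to 405 nm absorbance ratio. Arachidonic acid at 40 uM (final) was turned over for 30 min at room temperature by 150 nM human 12hLO, pH 7.0 Hepes buffer, after 15 min compound preincubation.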
LDHA block: inhibitors of human lactate dehydrogenase A | purified LDHA, NADH/diaphorase-resazurin fluorescence; active compounds read low | activity change, % (values are at about 110 or 230 µM) | 480,000 compounds, 0.15% hits; in the data active = activity change below about -30%; inconclusive = mostly about -25% to -30%;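 also: plate controls were DMSO wells for no effect and wells without enzyme for full effect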
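Human LDH5 at 2 nM final in Tris HCl pH 7.4 with 0.06 mM NADH and 0.2 mM pyruvate, reacted 5 minutes at room temperature. Remaining NADH coupled via diaphorase/resazurin; resorufin fluorescence read at 0 and 20 minutes, normalized to enzyme-free and DMSO wells.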
Numbers without * were called inactive; ? = inconclusive; · = not tested or not shown; [ ] = remark or other dose. Unless noted, % is scaled to controls: 0 for no effect and ±100 for the full control effect.

SMILES | 12-LOX inh | LDHA block
COc1cccc2c(Nc3cccc(O)c3)cc(C)nc12 | 8.8% | 1.5
CCc1ccc(C2C(C(=O)OC)C(=O)CC(C)(O)C2C(=O)OC)cc1 (stereo unspecified) | ? | 6.2
O=C(Nc1ccc(Cl)c2ncsc12)c1ccc(S(=O)(=O)N2CCCCC2)cc1 | ? | -1.8
CCCCCCCCCCOC(=O)CSC(=S)N(C)C | 11.4% | 3.9
Cc1ccc(NC2(c3nnnn3-c3ccc(C)cc3)CCCCC2)cc1 | 12.6% | 1.2
Cc1oc(-c2ccccc2)nc1CC(=O)Nc1ccc(F)c(F)c1F | -13.5% | -8.3
COC1=C(OC)C2(C=CC1=O)CC(C)(C)N=C2SC (stereo unspecified) | -1.9% | -2.3
COc1cc(C(C)=O)ccc1OCc1cccc(C#N)c1 | -23.4% | -3.8
C=C(C)Cn1c(N2CCN(CC(=O)OC)CC2)nc2c1c(=O)[nH]c(=O)n2C | 6.3% | -0.3
C[C@@H]1COc2cccc(N(C)CCO)c2S(=O)(=O)N1 | -27.5% | -4.7
CC(C)OC(=O)c1cc(-c2ccccc2)nc2ccccc12 | 2.3% | 1.3
COc1ccc2ccc(OC(=O)/C=C/c3csc(C)n3)cc2c1 | 9.0% | 4.6
COC(=O)[C@]12CCCCC=C1N(CCC1=CCCCC1)C(=O)[C@H](CC(=O)NCc1cccc3ccccc13)C2 | ? | 0.1
CC(C)(C)c1ccc(C(=O)NCC(=O)NC2CCCC2)cc1 | ? | -1.0
O=C(CN1CCC(c2nc3ccccc3s2)CC1)NC(=O)Nc1ccc2c(c1)OCCO2 | ? | 5.7
Cc1cc(-c2c(C)n([O-])c(C)c(-c3ccccc3)[n+]2=O)ccc1Cl | 23.7% | 13.0
COc1ccc(N2C(=O)CN(Cc3ccccc3OC)[C@H]3CS(=O)(=O)C[C@H]32)cc1 | -26.9% | -6.2
O=C(CCNC(=O)c1cccs1)NCC1COc2ccccc2O1 (stereo unspecified) | 10.0% | 4.3
O=C(Nc1ccncc1)c1cccc(OCc2ccc(F)cc2)c1 | 34.6%[activator] | 0.2
Cn1c(=O)c2c(nc(Nc3cc(Cl)ccc3Cl)n2CC(=O)O)n(C)c1=O | 28.2% | -1.0
CC(C)(C)c1ccccc1NC(=O)CSc1nc2ncc(Br)cc2[nH]1 | -13.4% | 6.8
CCOc1ccc(S(=O)(=O)N(C)CC(=O)NCC2CCCO2)cc1Cl (stereo unspecified) | 6.0% | -4.8
CCOc1c(Cl)cc(Cl)cc1CNCc1ccccn1 | 13.5% | -0.8
CSc1nc(C)c(CCC(=O)NC(c2ccc(Cl)cc2)C(C)C)c(C)n1 (stereo unspecified) | ? | -6.3
CC(C[N+](C)(C)C)OC(=O)c1ccc2c(c1)OCO2 (stereo unspecified) | 25.1µM* | -5.0

(list continues)
SMILES | 12-LOX inh | LDHA block
Cc1ccc(CNc2nc3ccccc3nc2NS(=O)(=O)c2cccc(Cl)c2)cc1 | 4.9% | 0.6
CC1(c2ccccc2)C=C(c2ccccc2)Oc2ccccc21 (stereo unspecified) | -5.2% | 2.5
CC(C)(C)OC(=O)C(C#N)c1cnccn1 (stereo unspecified) | 0.6% | 14.6
Cc1nn(CC(=O)NC(C)(C)C)c(C)c1S(=O)(=O)N1CCCC(C(=O)N2CCCC2)C1 (stereo unspecified) | -14.2% | -4.6
Cc1ccsc1CN(C(=O)c1cc(=O)c2cc(Cl)ccc2o1)C1CCS(=O)(=O)C1 (stereo unspecified) | -13.8% | -4.5
COc1ccc(NC(=O)CN(C)C(=O)c2nn(-c3ccccc3)c3c2CCC3)cc1 | 11.1% | 6.0
CCONC(=O)c1cc2c(s1)CCC(C(C)(C)C)C2 (stereo unspecified) | ? | 12.4
N#Cc1nc(-c2ccc(F)cc2)oc1NCCc1ccc(F)cc1 | -0.9% | 8.9
COc1ccc(C(=O)Nc2nc(C)c(C(=O)N(C)C)s2)c(OC)c1 | -9.0% | -10.7
NC(=O)C1CCN(C(=O)CCSc2nc(-c3ccc4c(c3)OCO4)cc(C(F)(F)F)n2)CC1 | -3.2% | 14.1
Cc1cc2c(cc1C)CSC(c1ccccc1)SC2 | 12.2% | -4.2
O=S(=O)(c1ccc(F)cc1)c1ccc(F)cc1 | 4.7% | -1.0
CC(Oc1ccc(-n2cnnn2)cc1)C(=O)Nc1ccccc1Sc1ccccc1 (stereo unspecified) | -1.5% | -1.8
CCCN1C(=O)CCc2cc(NC(=O)c3cccc(C)c3)ccc21 | ? | -4.9
CC(C)=CC(=O)N(CC1CCOC1)C1CC1 (stereo unspecified) | ? | 1.2
COC1=CC(=O)OC(c2ccccc2)C1 (stereo unspecified) | 7.6% | -6.0
CN(C)S(=O)(=O)N1CCN(C(=O)Cc2cccc(F)c2)CC1 | 1.3% | 1.8
Cc1ccc(C(=O)Nc2cccnc2Oc2ccccc2)cc1F | -3.5% | 9.5
CC(C)C(=O)N1N=C(c2ccc(F)cc2)CC1c1ccc2nccnc2c1 (stereo unspecified) | -27.8% | -5.3
O=C(/C=C/c1cccc(Cl)c1)c1ccc(OC(F)F)cc1OC(F)F | -27.3% | -0.7
O=C(Cc1cccs1)NCc1ccsc1 | 14.4% | ?
CCC(=O)Nc1ccc(Cl)c(-c2nc3ccc(C)cc3o2)c1 | ? | 5.9
O=C(/C(Cl)=C/NCc1ccccn1)C(F)(F)F | ? | 6.5
Cc1nc(C)c(C(=O)NCc2cccnc2)s1 | 50.7%[activator] | -1.3
COc1ccccc1CN1CCc2ccccc2C1 | ? | 5.4

Next section.
SMILES | 12-LOX inh | LDHA block
C#Cc1cccc(NC(=O)CCc2ccccc2O)c1 | 9.3% | 6.5
CC(C)C[C@@H](CN1CCCC1CN1C(=S)NC[C@@H]1Cc1ccccc1)N1C[C@H](Cc2ccccc2)N(CC2CCCCCC2)C1=S (stereo partly specified) | 35.5µM* | -2.2
COc1cc(C(=O)Nc2cccc(Cl)c2N2CCCC2)cc(OC)c1OC | ? | 2.6
Cc1nc(-c2ccccc2Cl)sc1C(=O)N[C@H](CC(C)C)C(=O)O | -8.7% | -9.3
CCOC(=O)[C@]12CCC=C1N(Cc1ccccc1)C(=O)[C@H](CC(=O)NCc1ccc(C)o1)C2 | ? | 5.5
CC(C)(C)c1nc2cc(NC(=O)CNC(=O)c3ccc(Br)o3)ccc2o1 | -25.2% | 4.4
Cc1oc(-c2cccs2)nc1CC(=O)Nc1ccc(F)cc1F | ? | 6.4
O=C(Nc1ccccc1)C1=C(Nc2ccc(F)cc2F)c2ccccc2S1(=O)=O | 5.3% | 4.2
CCCCNC(=O)c1cccc(C(=O)NCCCC)n1 | 32.8%[activator] | 1.7
COCc1ccc(CNC(=O)CC(C)C)cc1 | 21.1% | 5.9
CCOc1ccc2c(c1)O/C(=C\c1cccc(OS(C)(=O)=O)c1)C2=O | 1.1% | 8.7
COc1ccc(/C=C/C(=O)c2ccc(Br)cc2)cc1 | -4.2% | -16.2
Cc1ccc(Nc2nc(NC3CCCCC3)nc3c2cnn3C)c(C)c1 | -29.4% | 5.0
CC(C)c1ccc2oc(=O)cc(-c3oc4ccccc4c3N)c2c1 | -1.8% | -11.9
Cc1c(CCC(=O)N2CCCCC2)c(=O)oc2c(C)c(O)ccc12 | 9.0% | -24.1
CN1CCC(N(C)CCN(C)C(=O)NCc2ccc(F)cc2)CC1 | -4.6% | -13.8
COc1cccc(NC(=O)CN(C)C(=O)CNC(=O)c2ccc(C)cc2)c1 | 2.1% | -0.7
NCCCCOc1ccc(OCc2ccccc2)cc1 | -8.8% | -0.6
CC12CC3CC(C)(C1)CC(c1ccc(O)cc1)(C3)C2 | ? | 2.1
CC(C)c1cccc(C(C)C)c1NC(=O)c1ccc2c(c1)CCC2 | ? | 4.9
Cc1ccc(S(=O)(=O)N2[C@@H](Cc3ccccc3)CO[C@H]2CC(=O)OCc2ccccc2)cc1 | -15.5% | 1.4
COc1ccccc1Nc1nc2ccccc2nc1NS(=O)(=O)c1ccc(C)c(C)c1 | ? | 1.9
O=C(COc1cccc2ccccc12)N/N=C/c1ccc(O[C@@H]2O[C@H](CO)[C@@H](O)[C@H](O)[C@H]2O)cc1 | 8.3% | -1.3
O=C(O)c1ccc(C2CC2)cc1 | -70.3% | -3.4
Cc1ccc(CN2CCCN(c3cccc(C(=O)N4CCCCCC4)c3)C2=O)cc1 | -4.7% | ?

Compounds above containing a COOH group (3):
SMILES | 12-LOX inh | LDHA block
Cn1c(=O)c2c(nc(Nc3cc(Cl)ccc3Cl)n2CC(=O)O)n(C)c1=O | 28.2% | -1.0
Cc1nc(-c2ccccc2Cl)sc1C(=O)N[C@H](CC(C)C)C(=O)O | -8.7% | -9.3
O=C(O)c1ccc(C2CC2)cc1 | -70.3% | -3.4

Additional entries
SMILES | 12-LOX inh | LDHA block
Clc1ccc(-c2nc(-c3ccc(Br)o3)no2)cc1 | 14.2% | -1.4
Cc1nn(C)c2sc(C(=O)N3CCN(c4ncccn4)CC3)cc12 | -24.2% | 3.1
CC(C)NC(=O)NC(=O)CSc1nc2ncccc2c(=O)n1-c1ccccc1 | -26.3% | -2.9
CCc1ccc(C2C=C(c3ccc(OC)cc3)Nc3nnnn32)cc1 (stereo unspecified) | ? | 6.5
O=[N+]([O-])c1cc(S(=O)(=O)Nc2cccc(Cl)c2)ccc1N/N=C/c1ccccc1C(F)(F)F | ? | 8.5
CSc1ccccc1NC(=O)C(c1ccccc1)c1ccccc1 | -57.4% | 10.4
CCCN1C(SCC(=O)Nc2cccc(Cl)c2C)=NS(=O)(=O)c2ccccc21 | 4.8% | 10.1
CN(C)S(=O)(=O)c1ccc2nc(NC(=O)c3ccc(C#N)cc3)sc2c1 | -9.5% | -14.9
CCOC(=O)c1oc2c(c1C)C(=O)CSC2 | 9.5% | -4.2
CCCCC/C=N\Nc1nc(C)nc(N)n1 | -0.5% | 1.2
O=C(NCc1cccnc1)c1ccc2nc(-c3ccccc3)c(-c3ccccc3)nc2c1 | 20.6% | -4.1
COc1cccc(CNC(=O)c2cc(C)nc3ccc(C)cc23)c1 | -24.7% | 14.7
O=C(O)c1cncnc1/C=C/c1ccc2ccccc2c1 | ? | 1.3
CCNC(=O)NC(=O)C(C)Sc1nnc(-c2cccc(C)c2)n1CCOC (stereo unspecified) | -14.3% | 2.4
Cc1csc(N2N=C(c3ccccc3)CC2c2ccc(Cl)cc2)n1 (stereo unspecified) | ? | -13.7
CC(C)Sc1nc2c(c(=O)[nH]c(=O)n2C)n1CCCc1ccccc1 | 2.0% | 0.0
COC(=O)c1ccc(COC(=O)COc2ccc(C#N)cc2)o1 | ? | 8.9
O=C(CCc1c[nH]c2ccccc12)NCC#Cc1cccc(C(F)(F)F)c1 | -25.3% | 10.5
O=C(OCc1nc(-c2cccc(Cl)c2)no1)c1ccc(Cl)s1 | -22.5% | -12.2
Brc1cccc(CNCc2ccco2)c1 | · | -2.5
CCOc1c(OC)cccc1C1C=C(C(=O)O)Nc2ncnn21 (stereo unspecified) | ? | -5.3
Cc1cc2ccccc2n1CC(=O)NC1CCCCC1 | ? | -5.6
CS(=O)(=O)c1ccccc1C(=O)Nc1ccc(N2CCOCC2)cc1 | -32.7% | 0.7
CCCCN1C(=O)C(CC(=O)NCCCN(C)C)CC(C(=O)N2CCCCCC2)=C1C (stereo unspecified) | -0.5% | -0.7
CCC(CC)C(CNC(=O)c1ccc(Cl)cc1Cl)N1CCOCC1 (stereo unspecified) | -17.6% | 4.2

2 compounds drawn at random from the list so far, as already listed:
SMILES | 12-LOX inh | LDHA block
COc1cccc(NC(=O)CN(C)C(=O)CNC(=O)c2ccc(C)cc2)c1 | 2.1% | -0.7
CSc1ccccc1NC(=O)C(c1ccccc1)c1ccccc1 | -57.4% | 10.4

Following part:
SMILES | 12-LOX inh | LDHA block
Cc1cc(C)c(NC(=O)c2ccc(C)c(S(=O)(=O)N3CCCCC3)c2)c(Cl)c1 | ? | -2.7
CCN(CC(=O)NCc1ccc(Cl)cc1)C(=O)Cn1nc(C(=O)O)c2ccccc2c1=O | -0.3% | 1.4
O=C(C1CC1)N(Cc1ccc2c(c1)CN(S(=O)(=O)c1ccccc1)CCO2)c1ccccc1 | ? | 0.2
O=C(Nc1nc2c(s1)CCCC2)C1CC(=O)N(CC(F)(F)F)C1 (stereo unspecified) | ? | -2.8
COc1ccc2c(=O)c(-c3ccc4c(c3)OCCCO4)c(C)oc2c1 | 13.5% | -1.8
CN(CC(=O)NCC(F)(F)F)C(=O)Cc1c[nH]c2ccccc12 | -1.9% | 12.5
COc1ccc(C)cc1-n1nnc(-c2nc(-c3ccc(C)cc3)no2)c1N | 18.7% | 12.9
Cc1ccc(OCC(=O)Nc2ccc3c(c2)nc(CCn2ccccc2=O)n3C)cc1 | -11.2% | ?

Of the compounds above, these have a CF3 group:
SMILES | 12-LOX inh | LDHA block
NC(=O)C1CCN(C(=O)CCSc2nc(-c3ccc4c(c3)OCO4)cc(C(F)(F)F)n2)CC1 | -3.2% | 14.1
O=C(/C(Cl)=C/NCc1ccccn1)C(F)(F)F | ? | 6.5
O=[N+]([O-])c1cc(S(=O)(=O)Nc2cccc(Cl)c2)ccc1N/N=C/c1ccccc1C(F)(F)F | ? | 8.5
O=C(CCc1c[nH]c2ccccc12)NCC#Cc1cccc(C(F)(F)F)c1 | -25.3% | 10.5
O=C(Nc1nc2c(s1)CCCC2)C1CC(=O)N(CC(F)(F)F)C1 (stereo unspecified) | ? | -2.8
CN(CC(=O)NCC(F)(F)F)C(=O)Cc1c[nH]c2ccccc12 | -1.9% | 12.5

Bioassay records as filed in PubChem BioAssay.

This is a subset (hit frequency here may not be typical).
